Avidin bead fluor: avidin bead compound fluorescence profile. Avidin beads, compound fluorescence 488/530 nm, flow cytometry; hits give high values. fluorescence (KMESF) at 10 µM. 220,000 compounds, 0.38% hits; in the data active = fluorescence above about 47; also: inactives centre near 10
Rab7 wt GTP bind: alters GTP binding to wildtype dog Rab7; 190,000 compounds, 0.055% hits; GST-Rab7 beads, fluorescent GTP binding, flow cytometry; actives lie on both sides; untreated = 100%, excess cold GTP = 0%; AID 758; GTP binding activity (percent of control), % at 10 µM;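 active = fluorescent GTP binding to Rab7 beads changed by at least 20 points from the 100% baseline, either direction, mostly lower; inconclusive = compound itself probably fluorescent, or too few beads counted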;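 also: median green fluorescence of bound Bodipy-FL-GTP per Rab7 bead population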
Rac1 mut GTP: alters GTP binding to activated mutant human Rac1 | P63000 | GST-Rac1 activated beads, fluorescent GTP binding, flow cytometry; actives lie on both sides; 100% means binding = to untreated wells | percent activity (GTP binding), % at 10 µM | 190,000 compounds, 0.11% hits;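 active = GTP binding at least 20 percentage points away from the 100% baseline, in either direction, so actives lie on both sides; inconclusive = Compound likely fluorescent itself, or too few beads counted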
GSH bead fluor: GSH bead compound fluorescence profile. AID 1776. fluorescence (KMESF) at 10 µM. GSH beads flow cytometry, compound fluorescence 488/530 nm; hits give high values. 190,000 compounds, 0.25% hits; in the data active = fluorescence above about 89;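 also: glutathione beads carrying GST-tagged Bcl family fusion proteins plus one bare bead set; values are compound well signal with DMSO vehicle wells as background; inactives centre near 16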
Mcl1 Noxa PPI: disrupts binding of human Mcl-1 to Noxa peptide | 220,000 compounds, 1.5% hits | inhibition, % at 21.7 µM | Q07820 | TR-FRET Mcl-1/Noxa peptide binding, 2 h | AID 1022;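 active = compounds that cut the protein-peptide binding signal by more than 50% relative to plate controls in a single-dose test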;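 also: His-tagged Mcl-1 with rhodamine Noxa BH3 peptide and terbium anti-His antibody; 0% = Mcl-1 plus Noxa peptide wells and 100% = peptide-only wells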
Target sequence (Q07820 whole entry, looked up): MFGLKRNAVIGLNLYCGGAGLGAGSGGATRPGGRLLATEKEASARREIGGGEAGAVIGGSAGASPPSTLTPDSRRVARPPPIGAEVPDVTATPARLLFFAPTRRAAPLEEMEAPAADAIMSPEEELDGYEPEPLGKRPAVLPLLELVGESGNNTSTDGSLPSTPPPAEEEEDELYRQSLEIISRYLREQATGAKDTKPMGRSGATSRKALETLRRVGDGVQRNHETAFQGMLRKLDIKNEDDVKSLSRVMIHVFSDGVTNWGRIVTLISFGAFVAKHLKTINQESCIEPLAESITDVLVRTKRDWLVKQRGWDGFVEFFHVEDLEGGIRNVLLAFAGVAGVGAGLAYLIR
Rab2 wt GTP: changes GTP binding to wildtype dog Rab2A, up or down. P61105. GST-Rab2 wt beads, Bodipy-GTP binding, flow cytometry. GTP binding activity, % at 10 µM. 190,000 compounds, 0.19% hits;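 active = GTP binding activity at least 20 points away from 100%, either lowered or raised; inconclusive = signal likely due to the compound's own green fluorescence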;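 also: 0% = beads with excess unlabeled GTP and 100% = no-compound control corrected for plate trend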
HRas wt GTP: modulators of GTP binding to human HRas wildtype. P01112. GST-Ras wt beads, Bodipy-FL-GTP binding, flow cytometry; actives lie on both sides. GTP binding activity, % at 10 µM. 190,000 compounds, 0.14% hits. AID 759;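 active = GTP binding activity at least 20% away from the 100% baseline, either lowered as inhibitor or raised as activator; inconclusive = flagged as likely green fluorescent, judged across all proteins in the well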;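 also: 0% = unlabeled GTP competition control and 100% = no-compound control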
Target sequence (P01112 whole entry, looked up): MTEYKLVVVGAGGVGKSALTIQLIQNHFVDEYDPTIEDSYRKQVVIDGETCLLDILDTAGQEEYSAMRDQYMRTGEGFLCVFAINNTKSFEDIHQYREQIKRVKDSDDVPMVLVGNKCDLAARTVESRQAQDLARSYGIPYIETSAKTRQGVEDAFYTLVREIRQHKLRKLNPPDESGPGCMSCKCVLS
Mcl1 Bid PPI: Mcl-1/Bid interaction inhibition; inhibition, % at 21.7 µM; Q07820; 220,000 compounds, 0.97% hits; TR-FRET Mcl-1/Bid-Dy647 peptide binding, 1536-well;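 active = compounds that cut the binding signal by more than half at the single screening dose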;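 also: His-tagged Mcl-1 with europium anti-His antibody binding Bid BH3 peptide; 0% = Mcl-1 plus peptide wells and 100% = peptide-only wells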
Cdc42 wt: changes GTP binding to wildtype human Cdc42; P60953; 190,000 compounds, 0.2% hits; percent activity (GTP binding), % at 10 µM; AID 761; GST-Cdc42 beads, Bodipy-GTP binding, flow cytometry; actives lie on both sides;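 active = percent activity GTP binding at least 20 points away from the 100% baseline, either down as inhibitor or up as activator; inconclusive = compound flagged as likely green fluorescent from well-wide comparison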;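 also: median bead fluorescence of bound Bodipy-FL-GTP at 100 nM; 0% = excess unlabeled GTP control and 100% = no compound control; below 100% means less GTP binding so inhibitor and above means activator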
Target sequence (P60953 whole entry, looked up): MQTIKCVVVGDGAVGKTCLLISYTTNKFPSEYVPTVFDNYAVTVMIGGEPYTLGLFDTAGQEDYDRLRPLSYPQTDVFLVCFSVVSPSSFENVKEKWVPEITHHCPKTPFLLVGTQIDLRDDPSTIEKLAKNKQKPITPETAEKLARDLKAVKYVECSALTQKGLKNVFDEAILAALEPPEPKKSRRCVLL
Rac1 wt modul: alters GTP binding to wildtype human Rac1 | P63000 | GTP binding activity (% of control), % at 10 µM | GST-Rac1 beads, fluorescent GTP binding, flow cytometry; actives lie on both sides; 0 = cold GTP competed, 100 = untreated | 190,000 compounds, 0.27% hits | AID 757;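 active = GTP binding activity at least 20 points away from the 100% control level, either lower or higher; inconclusive = compound flagged as likely green fluorescent, judged across all proteins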
Pf gamet viab: kills late stage P. falciparum gametocytes; P. falciparum stage V gametocytes, ATP luminescence, 24 h; inhibition, % at 10.9 µM; 150,000 compounds, 0.065% hits; AID 743093;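 active = inhibition above the mean plus 3 SD of compounds within the control limits, set per campaign, cut at about 38% in these data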;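 also: 0% = DMSO wells and 100% = medium only without gametocytes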
Numbers without * were called inactive; ? = inconclusive; nt = not tested or not shown. An unsorted share of the library; any-hit rate near 3%.

SMILES	Avidin bead fluor	Rab7 wt GTP bind	Rac1 mut GTP	GSH bead fluor	Mcl1 Noxa PPI	Rab2 wt GTP	HRas wt GTP	Mcl1 Bid PPI	Cdc42 wt	Rac1 wt modul	Pf gamet viab
CC(NC(=O)c1ccccc1)c1nc2ccccc2n1Cc1ccc(C#N)cc1 (stereo not given)	28	96	98	10	-7	100	98	-12	99	101	3
CCOC(=O)c1sc2nc(NC(=O)C(C)(C)C)sc2c1C	7	99	99	22	9	100	101	12	103	104	nt
CCN1CNC(=S)N(Cc2ccccc2)C1	6	99	98	11	-14	100	99	-66	102	102	10
Cc1cc(NC(=O)c2noc3c2CCCCC3)nn1Cc1ccc(Cl)cc1	10	104	100	12	12	102	104	-11	100	102	-7
CC(C)CC(=O)NC(=S)Nc1ccc(S(=O)(=O)N2CCCC2)cc1	10	104	94	17	11	101	99	-29	96	102	-20
O=S(=O)(Nc1ccc(-c2nnc(SCc3ccc(Cl)cc3)o2)cc1)c1ccccc1	14	97	96	10	3	94	94	24	94	98	12
CC(=O)Nc1c(C#N)c(C(C)(C)C)cn1C	23	104	100	19	8	103	103	-4	100	106	nt
COc1ccc(C(=O)CCNc2cccc(Cl)c2)cc1	5	100	97	15	-5	96	99	-1	101	102	3
COc1cc(C2C3C(=O)N(c4ccccc4)C(=O)C3ON2c2ccccc2)cc(OC)c1OC (stereo not given)	1	97	99	38	8	96	96	-5	102	100	nt
CC(=O)Nc1ccc(S(=O)(=O)NC2(C(F)(F)F)C(=O)NC(C)=C2C#N)cc1 (stereo not given)	10	109	97	9	15	101	100	0	99	105	nt
Cc1nnc(SCC(=O)Nc2ccc(Cl)cn2)n1Cc1ccccc1	14	104	99	38	-6	102	101	-28	102	104	nt
Cc1cccc(N(CC(=O)N2CCCC2)S(=O)(=O)c2ccccc2)c1C	13	97	93	28	13	97	97	-7	97	94	nt
CC(/C=C/c1ccco1)=N\NC(=O)CNc1ccc2ccccc2c1	10	93	93	9	6	93	94	-79	93	96	18
CCn1c(SCC(=O)c2ccc(CNC(C)=O)o2)nnc1-c1cccs1	7	105	102	19	19	105	105	5	107	102	7
CCOc1cc(S(=O)(=O)N(CC)CC)ccc1Cl	7	94	99	24	-24	96	95	-34	97	98	-8
Cc1cc(C)nc(SC2c3cccc4cccc(c34)C2NS(=O)(=O)c2ccccc2)n1 (stereo not given)	6	104	100	29	19	100	102	19	101	108	-2
COCCNC(=O)Cn1nc(C(F)(F)F)cc1C	10	97	93	43	2	98	96	-20	95	97	nt
O=C(OCC(=O)N1CCCCCC1)c1n[nH]c(=O)c2ccccc12	9	93	96	23	-3	95	95	-14	97	92	nt
CCOc1ccc2nc(NC(=O)Cn3cnc4c3c(=O)n(C)c(=O)n4C)sc2c1	19	98	98	18	15	102	100	-12	101	108	-10
C=CCc1cc(/C=N/NC(=O)CSc2nnc(CCCc3ccc(OC)cc3)o2)cc(OC)c1O	6	102	98	13	20	101	101	-16	105	104	-3
CCCC(=O)NC(Nc1ccc(S(=O)(=O)Nc2cc(C)on2)cc1)(C(F)(F)F)C(F)(F)F	24	92	92	19	0	97	95	-9	95	97	16
COCC(=O)Nc1sc2c(c1C(=O)OC)C(C(=O)OC)CC2 (stereo not given)	6	95	93	35	-3	96	96	-29	95	95	-2
Cc1ccc(-n2c(CNc3ccc(F)cc3)nnc2SCC(N)=O)cc1	36	97	92	12	21	93	96	-38	95	95	nt
Cc1ccccc1NS(=O)(=O)c1ccc(OCCNS(C)(=O)=O)cc1	8	96	101	4	-2	99	101	-12	103	106	5
CCSc1nc2cc(C(=O)OC)ccc2c(=O)n1CC	22	99	95	11	-3	95	102	-2	100	103	nt
Cc1cc(NC(=O)Cn2cc([N+](=O)[O-])cn2)no1	9	102	97	22	10	100	100	-30	99	103	12
COc1ccccc1Oc1ccc2c(c1)C(=O)N(c1ccc(O)cc1)C2=O	16	98	99	8	14	98	98	-3	97	95	10
O=C(Nc1ccccc1)Nc1ccccc1Br	25	106	95	11	3	101	100	4	98	101	-6
CC(C)c1nc(C#N)c(NCCCn2ccnc2)o1	14	102	100	59	-1	100	101	-30	107	108	-51
O=C(CSc1nnnn1C1CCCC1)NCc1ccc2c(c1)OCO2	44	100	95	15	3	98	99	-4	97	99	nt
CCOC(=O)C1=NN(C(=O)Nc2ccc(OC)cc2)C2C(=O)N(c3cccc(C(F)(F)F)c3)C(=O)C12 (stereo not given)	7	95	96	27	-3	100	100	-9	100	99	nt
CN1CCN(C=Nc2nc3ccccc3nc2N2CCCC2)CC1	11	96	95	9	3	97	97	-28	97	98	10
Cc1ccc(C(=O)OCC(=O)c2c[nH]c3ccccc23)cc1NC(=O)c1ccco1	6	96	92	17	1	96	94	-48	95	95	3
Nc1ccc2oc(=O)c3ccccc3c2c1	15	97	99	14	31	100	100	-32	103	102	nt
CCCC(=O)N1CCN(c2ccc(NC(=O)c3ccc([N+](=O)[O-])o3)cc2)CC1	3	97	94	11	-6	97	96	-38	94	98	0
CCOc1ccc(-n2c(SCC(=O)Nc3cc(C)on3)nnc2-c2c[nH]c3ccccc23)cc1	31	100	104	17	0	103	103	-19	109	108	nt
Cc1cc([N+](=O)[O-])cc2ncccc12	10	97	94	10	17	95	97	7	97	99	4
CC(C)CCN(C)c1ccc(/C=N/n2cnnc2)cc1	12	102	99	34	25	99	101	12	100	105	nt
COc1cc2c(cc1OC)C(c1cccc([N+](=O)[O-])c1)N(C(=O)c1ccc(F)cc1)CC2 (stereo not given)	13	95	96	32	nt	97	98	-17	96	91	nt
Nc1ccc(C(=O)Nc2nccs2)cc1	16	95	96	12	3	98	94	2	98	96	-9
CN1C(=O)/C(=C\C(=O)c2cccs2)c2ccccc21	10	112	94	18	17	102	97	-25	97	100	-8
CCC(C)Oc1cccc(OCCCCN2C(=O)NC(C)(C)C2=O)c1 (stereo not given)	19	101	100	24	2	100	102	0	103	103	nt
COc1cccc(N2CCN(Cc3nnnn3C3CCCCC3)CC2)c1	4	100	97	23	3	100	100	-14	96	100	-3
CS(=O)c1ccccc1-c1nc(-c2cccc(Cl)c2)no1 (stereo not given)	10	99	96	19	-2	96	97	10	100	103	11
COc1cc(/C=N/NC(=O)c2cc(C)n(-c3ccc(F)cc3)c2C)cc(OC)c1O	24	103	95	11	47	97	99	-50	96	97	-12
COCCNC(=O)CCCn1c(=O)c2cc(OC)c(OC)cc2n(CC(=O)Nc2ccc(C)c(F)c2)c1=O	11	104	95	14	12	97	97	7	92	92	5
COc1cc(NC(=O)c2cc(CC(C)C)on2)c(OC)cc1Cl	22	97	99	14	7	101	100	2	101	106	nt
CC(=O)Nc1ccc(S(=O)(=O)NCCSCc2c(Cl)cccc2Cl)cc1	12	?	?	25	-25	?	?	-5	?	?	nt
COc1ccc(NC(=S)N2CCC(c3nc4ccccc4[nH]3)CC2)c(OC)c1	12	98	96	14	-5	99	98	-47	95	98	nt
CC(/C=C(\NC(=O)c1ccccc1)C(=O)N=Nc1c(O)[nH]c2ccc(C)cc12)=C\c1ccccc1	14	99	99	23	4	103	103	-15	105	99	nt
O=C(NCCC(=O)N1CCN(c2ncccn2)CC1)c1ccccc1	11	102	100	25	13	102	101	-7	100	103	-1
NC(=O)NC(=O)COC(=O)[C@H](Cc1ccccc1)NC(=O)c1cccs1	10	95	92	15	5	99	97	-3	95	94	-8
Cc1ccc(C)c(-c2nc3ccc(N)cc3[nH]2)c1	38	98	98	13	13	97	98	-32	99	98	14
COc1ccc(C2CC(c3ccccc3)=NN2c2ccc(N)cc2)cc1 (stereo not given)	11	108	100	11	0	103	102	-74	105	105	-5
N#C/C(=C\c1ccc[nH]1)Sc1nc2ccccc2s1	8	100	99	9	9	99	100	-24	98	108	3
c1coc(-c2nn3c(-c4ccco4)nnc3s2)c1	3	103	101	42	26	103	102	-12	100	104	-17
CCOC(=O)CSC1=C(C#N)C(c2ccc(C)cc2)C2=C(CCCC2=O)N1 (stereo not given)	30	101	102	22	7	99	100	-21	100	105	nt
COc1cccc(C(=O)NCC(=O)N/N=C/c2ccc(OC(=O)c3cccs3)c(OC)c2)c1	2	101	96	8	14	100	99	-8	99	101	-23
CC(C)CN(CC(C)C)S(=O)(=O)N1CCC(C(=O)N2CCc3ccccc3C2)CC1	13	104	99	23	8	102	103	2	102	105	15
CCNC(=O)NC(=O)C(C)Sc1ncc(C(F)(F)F)cc1Cl (stereo not given)	8	110	102	12	11	103	101	-7	105	102	-22

Additional compounds.
SMILES	Avidin bead fluor	Rab7 wt GTP bind	Rac1 mut GTP	GSH bead fluor	Mcl1 Noxa PPI	Rab2 wt GTP	HRas wt GTP	Mcl1 Bid PPI	Cdc42 wt	Rac1 wt modul	Pf gamet viab
COc1ccc(Nc2nc3[nH]c(=O)cc(O)c3s2)cc1	2	110	99	14	36	102	101	-67	97	103	nt
CCOC(=O)c1[nH]c2ccc(F)cc2c1NC(=O)c1cc(OC)c(OC)c(OC)c1	13	99	93	40	10	96	99	2	98	95	-14
Cc1oc(/N=C/c2cccc3ccccc23)c(C#N)c1C	12	91	93	6	0	97	96	-47	95	96	nt
Cc1cc(C(=O)COC(=O)Cn2c(C(F)(F)F)nc3ccccc32)c(C)n1Cc1ccco1	4	94	94	5	3	97	94	-55	96	97	nt
CN(Cc1ccccc1)C(=O)c1ccccc1-c1ccccc1	22	102	95	14	9	100	98	-20	98	95	12
Nc1cc2c(cc1C(=O)c1cccc(Br)c1)OCCO2	9	97	95	17	13	97	98	-19	98	102	-4
CC(Cc1cccnc1)NC(=O)CCc1nnc(-c2ccccc2)o1 (stereo not given)	14	106	95	12	-2	99	100	-10	93	100	13
C=C(C)c1cccc(C(C)(C)NC(=O)Nc2ccc(C)cn2)c1	4	98	99	9	16	101	99	-10	99	102	-5
COCC(=O)Nc1ccc([N+](=O)[O-])cc1C	11	94	100	9	12	100	100	-29	97	99	nt
CCOC(=O)C1(CCOc2ccccc2)CCN(Cc2nccn2CC)CC1	2	105	95	9	-10	100	101	-20	99	100	11
Cc1cc2ncn(/N=C/c3cccnc3)c2cc1C	10	97	99	17	2	102	100	-9	102	99	nt
Cc1ccc(NCN2C(=O)C3CC=CCC3C2=O)cc1 (stereo not given)	6	98	95	19	3	99	99	-23	98	102	0
CN1C(=O)/C(=C/C=C2\SCCN2C)OC1=S	12	95	97	25	-29	98	96	-55	98	100	7
CCOC(=O)c1cc(-c2ccco2)nc2c1c(C)nn2CCC#N	11	96	100	10	35	99	98	8	100	101	14

High-throughput results from PubChem.
